FAK blocker – blocks human focal adhesion kinase activity; Q05397; biochemical FAK kinase activity assay; inhibition, %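 (tested at 7 µM)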; 0.84% of 97,000 active; AID 727; in the data active means inhibition above about 19%;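 further: 0% = DMSO and 100% = reference compound high control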
CD11b adhes enh – enhancers of human CD11b/CD18 binding to fibrinogen; activation, % at 10 µM; 0.07% of 93,000 active; K562 CD11b/CD18 adhesion to fibrinogen, ATPlite luminescence; P05107+P11215;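 active means 10 µM primary screen giving 50% or more activity, confirmed by 40% or more on retest at that dose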; further: strong numbers were not always called active
ERa coact pot – enhances coactivator binding to human estrogen receptor alpha; P03372; TR-FRET ERalpha-LBD/SRC-Cy5 coactivator binding, 2 h; 100 = basal binding, no effect; coactivator binding (% of control), % at 25.6 µM; 1.3% of 86,000 active; AID 639; in the data active means activity above about 200%;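 further: binding measured in presence of low estradiol as agonist stimulus; 0% = peptide alone without receptor and 100% = receptor with peptide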
Target sequence (P03372 whole entry, looked up, the tested form may be a part): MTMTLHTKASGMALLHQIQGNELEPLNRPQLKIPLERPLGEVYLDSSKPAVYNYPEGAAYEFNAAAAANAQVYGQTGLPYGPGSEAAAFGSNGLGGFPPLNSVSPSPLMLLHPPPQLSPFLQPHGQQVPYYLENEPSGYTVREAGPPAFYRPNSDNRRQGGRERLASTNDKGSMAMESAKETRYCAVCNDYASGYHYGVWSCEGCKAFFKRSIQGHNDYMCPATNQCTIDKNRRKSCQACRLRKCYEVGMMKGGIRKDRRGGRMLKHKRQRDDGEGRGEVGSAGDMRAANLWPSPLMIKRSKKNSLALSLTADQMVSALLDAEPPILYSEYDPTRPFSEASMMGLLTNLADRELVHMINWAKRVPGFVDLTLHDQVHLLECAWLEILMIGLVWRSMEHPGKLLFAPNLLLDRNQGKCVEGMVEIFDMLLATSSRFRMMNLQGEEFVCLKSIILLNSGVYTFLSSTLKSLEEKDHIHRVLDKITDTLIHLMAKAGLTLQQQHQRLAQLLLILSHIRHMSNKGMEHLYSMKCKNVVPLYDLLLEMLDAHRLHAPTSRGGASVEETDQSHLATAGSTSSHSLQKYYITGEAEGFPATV
Plk1 PBD FP – inhibitors of human Plk1 polo box domain binding; inhibition, %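 (tested at about 20 µM)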; Plk1 PBD phosphopeptide binding, fluorescence polarization; P53350; 0.13% of 97,000 active; in the data active means inhibition above about 34%, passing the limit was not always enough
Mac1 fbg inh – CD11b/CD18-fibrinogen binding inhibition | inhibition, % at 10 µM | P05107+P11215 | K562 CD11b/CD18 adhesion to fibrinogen, ATPlite luminescence; Mn2+ added to activate the integrin | 0.54% of 93,000 active | AID 1497;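 active means primary inhibition of 50% or more at 10 µM, then 40% or more on retest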; further: some results filed as inactive read as strong as hits
ERa coact inh – ER-alpha (human) coactivator binding inhibition; P03372; TR-FRET ER-alpha LBD / SRC-1 peptide, estradiol-bound; inhibition, % at 25.6 µM; 1.7% of 86,000 active; AID 629; in the data active means inhibition above about 50%;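 further: 0% = receptor plus peptide control and 100% = peptide only without receptor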
Rev-RRE block – disrupts HIV-1 Rev binding to RRE RNA | P05866 | Rev peptide-RRE RNA binding, FRET | inhibition, % at 8 µM | 0.79% of 97,000 active;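 active means inhibition above the screen-wide mean plus 3 SD, cut at about 35% in these data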;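 further: 0% = median DMSO wells and 100% = median Neomycin B control wells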
Target sequence (P05866 whole entry, looked up): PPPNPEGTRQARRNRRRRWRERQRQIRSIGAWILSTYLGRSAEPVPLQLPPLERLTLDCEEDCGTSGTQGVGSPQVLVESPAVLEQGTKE
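Assay system: labelled RRE RNA duplex and labelled Rev peptide / Medium: HEPES pH 7.5 salt buffer with EDTA / Reagent: labelled Rev peptide / Schedule: 5 + 15 min at 25 °C / Signal: FRET, excitation 480 nm, emission 540 nm donor and 671 nm acceptor / Benchmarks: DMSO and neomycin B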
PLK1 kinase inh – inhibitors of human PLK1 kinase; 0.53% of 97,000 active; inhibition, % at 10 µM; P53350; recombinant PLK1 kinase, TR-FRET peptide phosphorylation;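 active means inhibition of 50% or more in the single-concentration screen; inactive means inhibition below 50%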;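 further: 0% = DMSO max control and 100% = H-89 dihydrochloride min control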
ERb coact inh – blocks coactivator binding to human estrogen receptor beta; Q92731; TR-FRET ER-beta LBD / SRC1-Cy5 peptide binding; receptor agonist-loaded with 1 µM estradiol; inhibition, % at 25.6 µM; 1.3% of 86,000 active; AID 633;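 active means compounds whose percent inhibition of the receptor-coactivator binding signal exceeds about 50% in the single-dose screen, limit read from the data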;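 further: 0% = receptor plus peptide wells without compound and 100% = peptide-only wells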
* = called active by the depositor; . = no result given; [ ] = remark or other dose.

SMILES	FAK blocker	CD11b adhes enh	ERa coact pot	Plk1 PBD FP	Mac1 fbg inh	ERa coact inh	Rev-RRE block	PLK1 kinase inh	ERb coact inh
O=C(Nc1ccc(Cc2ccncc2)cc1)c1ccc(S(=O)(=O)N2CCOCC2)cc1	-2.4	-10.3	112.4	-3.8	92.8*	-5.2	9.3	-8.6	-8.2
C=CCc1ccc(OCCOCCNCCOC)c(OC)c1	5.3	2.4	.	1.3	-21.8	.	-0.9	2.6	.
Cc1ccc(-c2nnc(SC(C)C#N)n2N)cc1 (stereo not drawn)	-1.6	-1.5	97.8	-42.9	-26.4	1.0	2.9	-9.0	10.2
N#Cc1c(Oc2ccc3ccccc3c2)sc(C(=O)c2ccccc2)c1N	-2.8	-0.4	.	1.1	5.9	.	15.3	-0.6	.
Cc1nn(Cc2ccccc2)c(=O)n1N(C)c1ncc(C(F)(F)F)cc1Cl	2.6	-3.3	56.0	1.2	2.8	25.7[fluorescence artefact?]	1.7	-18.7	9.8
Cc1nc(Nc2ccncc2)c2oc3ccccc3c2n1	3.0	1.6	81.9[fluorescence artefact?]	4.0	-12.8	-3.2	0.1	-20.3	-1.6
O=C1CN(C(=O)c2ccc(Br)o2)C(c2ccc(F)cc2)c2cc(F)ccc2N1 (stereo not drawn)	-0.5	.	85.0	6.5	.	-26.5	6.1	-11.1	-23.2[fluorescence artefact?]
COC(=O)C1=C(C)N=C2SC(C#N)=C(N)N2C1c1cccc(OC)c1 (stereo not drawn)	0.1	-2.0	.	-4.9	-11.2	.	15.2	-13.3	.
CC(NC(=O)CSc1ncnc2nc[nH]c12)c1ccccc1 (stereo not drawn)	1.8	0.7	87.4	-8.2	-21.0	3.1	7.5	2.1	-3.0
CCOc1ccc(S(=O)(=O)NCc2ccncc2)cc1	-2.1	-6.6	94.6	-11.4	98.0*	-7.2	2.3	9.2	-5.5
COc1ccc(CN=CC2=C(O)CNC2=O)cc1	-1.4	1.9	93.5	-7.5	-5.1	4.0	6.5	-10.6	2.5
COCCOc1cc(N2C(=O)CSCC2=O)c(Cl)cc1Cl	1.0	.	.	-24.8	.	.	10.1	-4.4	.
Cc1cc(C)c(C(N)=O)c(NC(=O)Nc2ccccc2Cl)n1	1.5	.	.	-4.5	.	.	6.8	-7.8	.
Cc1ccc(/C=C2\SC(=S)N(CCCC(=O)Nc3ccccn3)C2=O)cc1	3.7	.	.	-6.4	.	.	5.2	-13.0	.
COC(=O)c1sc(=S)n(-c2cccc(Cl)c2)c1N	-3.3	.	91.2	-10.8	.	2.0[fluorescence artefact?]	4.9	-4.0	-0.9[fluorescence artefact?]
COc1cc(OC)c2nc(C)c3c(c2c1)N(c1ccc(O)cc1)CC3	1.1	.	.	11.7	.	.	3.9	-6.8	.
CCCCC(=O)Nc1cccc(-c2cn3ccsc3n2)c1	-6.7	-2.1	.	-13.8	-15.9	.	0.3	-9.5	.
COC(=O)c1c(NS(=O)(=O)c2ccc3ccccc3c2)sc2c1CCCC2	-2.0	-0.2	117.3	19.1	51.7*	15.5	-4.4	4.1	9.3
Cc1sc2ncnc(OCC(=O)c3ccc(S(=O)(=O)N4CCCC4)cc3)c2c1C	2.5	-2.9	110.5	9.1	7.5	-6.2	9.3	2.7	3.6
CCCn1c(=N)n(CC(=O)c2ccco2)c2ccccc21	2.2	-0.3	107.5	4.8	-2.3	-3.2	6.0	5.0	4.1
COC(=O)C1=C(C)N=C2SCCC(=O)N2C1c1cc(Br)ccc1OC (stereo not drawn)	1.5	-5.0	105.1	-15.3	-4.9	-2.4	-0.6	0.3	0.9[fluorescence artefact?]
Cc1c(NC(=O)COC(=O)C2CC3C=CC2C3)c(=O)n(-c2ccccc2)n1C (stereo not drawn)	-3.3	-0.2	133.8	-5.3	-24.0	-6.9	6.0	-13.4	-6.9
Fc1ccccc1COc1ccc(/C=N/NC(=S)NCc2ccccc2)cc1	2.0	.	103.0	16.8	.	5.3	6.1	-6.7	12.6[fluorescence artefact?]
CCN(CC)C(=O)Cn1cc(/C=C(\C#N)C(=O)N2CCN(c3ccccc3)CC2)c2ccccc21	-1.2	.	.	-14.4	.	.	3.6	-14.9	.
Cc1ccc(-c2ccc(=O)n(CCC(=O)NCCN3CCCCC3C)n2)cc1 (stereo not drawn)	-1.7	6.9	114.8[fluorescence artefact?]	11.2	-15.5	-1.2	-2.3	-13.3	-5.0
CCn1c(SCC(=O)NC(=O)Nc2ccc3c(c2)OCCO3)nnc1-c1cccs1	-3.9	1.1	101.1	6.1	2.3	-11.6	8.5	-9.3	-2.0
Cc1cccc(N/C(N)=N/c2nc(C)cc(C)n2)c1	2.3	.	.	-24.9	.	.	13.9	1.5	.
Cc1cccc(NC(=O)c2cc3c(n(-c4ccccc4)c2=O)CCCC3=O)n1	-1.5	-0.3	100.9	-8.0	2.2	-0.1	1.0	-2.7	8.2
CCCCSc1nnc2c(n1)OC(C(=O)c1ccccc1)Nc1ccccc1-2 (stereo not drawn)	-1.2	-3.5	88.3[fluorescence artefact?]	-10.7	1.1	11.3	12.8	-4.6	-4.3
COc1ccc(OCCCN2CCCCCC2)cc1	0.8	7.1	106.9	0.9	4.2	-13.8	4.2	-8.4	-2.2

Single values from the entries so far.
In Plk1 PBD FP, CCN(CC)C(=O)Cn1cc(/C=C(\C#N)C(=O)N2CCN(c3ccccc3)CC2)c2ccccc21 is entered as -14.4
In PLK1 kinase inh, Cc1c(NC(=O)COC(=O)C2CC3C=CC2C3)c(=O)n(-c2ccccc2)n1C (stereo not drawn) is entered as -13.4
In ERb coact inh, CCn1c(SCC(=O)NC(=O)Nc2ccc3c(c2)OCCO3)nnc1-c1cccs1 is entered as -2.0
In ERb coact inh, COC(=O)c1c(NS(=O)(=O)c2ccc3ccccc3c2)sc2c1CCCC2 is entered as 9.3
In PLK1 kinase inh, CCCCSc1nnc2c(n1)OC(C(=O)c1ccccc1)Nc1ccccc1-2 (stereo not drawn) is entered as -4.6
In FAK blocker, CCCCC(=O)Nc1cccc(-c2cn3ccsc3n2)c1 is entered as -6.7

(further entries)
SMILES	FAK blocker	CD11b adhes enh	ERa coact pot	Plk1 PBD FP	Mac1 fbg inh	ERa coact inh	Rev-RRE block	PLK1 kinase inh	ERb coact inh
CN(CP(=O)(O)CN(C)S(C)(=O)=O)S(C)(=O)=O	-6.1	-1.6	118.5	2.7	15.0	-5.8	2.4	-4.4	40.0
COc1ccc(Cc2nnc(NC(=O)Cc3cccs3)s2)cc1	.	1.5	13.8[fluorescence artefact?]	.	41.3	97.3*[fluorescence artefact?]	.	.	92.0*
CC1=CCC(C(=O)O)(C(=O)N/N=C/c2cccs2)C(c2ccc([N+](=O)[O-])cc2)C1 (stereo not drawn)	-3.6	0.3	93.8[fluorescence artefact?]	7.8	-11.2	-1.4	1.1	-9.9	5.2
COc1ccccc1C1CC(c2cccs2)=Nc2ccccc2S1 (stereo not drawn)	0.8	-1.7	79.9[fluorescence artefact?]	-11.7	-5.8	-0.1	8.9	-9.2	0.2
Cc1ccc2c(c1)NC(=O)C(CC(=O)NC1CCCCC1C)O2 (stereo not drawn)	0.0	3.1	90.5	-14.3	-5.8	-3.3	-0.2	-9.2	-1.5
O=c1c2c(C(F)(F)F)cc(C(F)(F)F)nc2[nH]n1-c1ccccc1	3.5	-1.7	89.5	-7.3	17.9	-0.7	16.3	-5.9	6.4
CN(C)c1ccc(-c2nn3c(-c4ccc(Cl)cc4)nnc3s2)cc1	.	6.6	163.7	.	47.5	37.5	.	.	10.0
C/C(=C\C(=O)c1ccc(Br)cc1)NCc1ccc(C)cc1	-1.1	-10.9	96.4	-5.0	81.0*	15.7	4.7	-2.2	-3.2
Cc1ccccc1CNCc1cccnc1	-1.7	-0.2	106.4	7.2	-4.1	4.8	6.7	0.5	1.9
CN(c1ccc(C(=O)Nc2nccs2)cc1)S(=O)(=O)c1ccccc1	9.4	-0.5	126.3	-5.2	-28.1	-9.5	7.9	-10.8	-7.3
Cc1c(O)ccc2c3c(c(=O)oc12)CCC(C)C3 (stereo not drawn)	0.7	4.6	88.9	21.8	-13.2	-16.9	9.4	-3.8	-16.6
CC1CCC(C(C)C)C(OC(=O)CSc2nnc(N)s2)C1 (stereo not drawn)	-2.9	.	92.5	-4.6	.	-0.1	9.4	-6.8	-4.2
CCC(=O)Nc1ccc2c(c1)OCCO2	-4.7	.	103.4	6.8	.	-11.6	5.2	-0.8	-16.3
CCn1c(=O)[nH]c2ccccc2c1=O	3.1	.	93.1	0.4	.	-2.9	4.6	-5.1	-11.9
COc1ccccc1/C=N/n1cnnc1	.	8.2	76.0	.	14.8	10.4[fluorescence artefact?]	.	.	6.2

Sorted by value in ERa coact pot (high to low): 4 from the list above
SMILES	FAK blocker	CD11b adhes enh	ERa coact pot	Plk1 PBD FP	Mac1 fbg inh	ERa coact inh	Rev-RRE block	PLK1 kinase inh	ERb coact inh
CN(c1ccc(C(=O)Nc2nccs2)cc1)S(=O)(=O)c1ccccc1	9.4	-0.5	126.3	-5.2	-28.1	-9.5	7.9	-10.8	-7.3
CN(CP(=O)(O)CN(C)S(C)(=O)=O)S(C)(=O)=O	-6.1	-1.6	118.5	2.7	15.0	-5.8	2.4	-4.4	40.0
Cc1ccccc1CNCc1cccnc1	-1.7	-0.2	106.4	7.2	-4.1	4.8	6.7	0.5	1.9
COc1ccccc1/C=N/n1cnnc1	.	8.2	76.0	.	14.8	10.4[fluorescence artefact?]	.	.	6.2

The list goes on.
SMILES	FAK blocker	CD11b adhes enh	ERa coact pot	Plk1 PBD FP	Mac1 fbg inh	ERa coact inh	Rev-RRE block	PLK1 kinase inh	ERb coact inh
COCCCNC(=S)NNC(=S)Nc1ccc(F)cc1F	-0.9	-1.5	95.5[fluorescence artefact?]	-4.3	-6.3	-5.5	5.5	-4.6	-16.7
CC(=O)c1ccc(N2C(=O)C3C(C2=O)C(C(=O)c2ccc(Cl)cc2)N2CCCC32)cc1 (stereo not drawn)	1.4	58.2	123.6[fluorescence artefact?]	-11.5	-24.8	-4.7	62.3*	-9.0	-2.6
O=C(NCCc1ccc(Cl)cc1)C1CCN(C(=O)c2sccc2-n2cccc2)CC1	2.6	-1.7	107.3	-0.7	-5.6	5.3	2.1	-5.2	11.7[fluorescence artefact?]
c1ccc(Cn2nnc3c(N4CCOCC4)ncnc32)cc1	-4.1	-4.9	.	7.5	0.6	.	8.8	9.9	.
CC(C)CCNC(=O)C1CC(=O)N(C2CCCC2)C1 (stereo not drawn)	-2.6	-1.0	101.1	14.7	-69.6	-2.3	0.9	-0.9	-18.3
CCCCNS(=O)(=O)c1ccc(OC)c(C)c1	0.8	.	112.7	-17.9	.	0.5	-0.5	-11.5	-2.4
Cc1nc(NC(=O)c2ccccc2)sc1-c1csc(N)n1	11.3	-0.2	101.0[fluorescence artefact?]	-3.5	-8.9	7.9[fluorescence artefact?]	-0.1	-8.8	6.8
COc1ccc2c(c1)c1ncnc(N3CCN(Cc4ccc5c(c4)OCO5)CC3)c1n2C	1.5	1.2	113.5	-23.5	31.8	-35.7	2.2	1.0	-10.1
CC(O)c1cccc(NC(=O)CCC(=O)O)c1 (stereo not drawn)	0.2	-6.4	120.5	0.0	-3.5	7.3[fluorescence artefact?]	0.0	-10.3	1.6[fluorescence artefact?]
CCCOC(=O)c1c(NC(=O)CSc2nc(-c3ccco3)cc(C(F)(F)F)n2)sc(C(=O)OC)c1C	-1.1	-1.4	100.3	6.1	14.0	-9.5	7.9	-3.7	-1.7
CCOC(=O)N1CCC(NC(=O)CCC(=O)N2CC(C)Oc3ccc(Cl)cc32)CC1 (stereo not drawn)	-3.7	.	113.1	-11.0	.	-7.3	-0.2	-11.9	-8.1

Screening results from PubChem.
